High-throughput results (PubChem BioAssay)
TRPC6 activator: activators of mouse TRPC6 channel; Q61143; B-score at 10 µM; actives 0.13% (n = 310,000); HEK293-TRPC6 membrane potential dye fluorescence; active compounds read high; AID 2550;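 active = B-score of the integrated fluorescence ratio above library mean plus 3 SD, and starting fluorescence ratio within library mean plus 5 SD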;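 note: higher score means more depolarization so channel activation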
MrgX1 agonist: activates human MrgX1 receptor signaling; MrgX1-HEK293 cells, Fluo-4 calcium fluorescence, agonist mode; active compounds read high; B-score at 10 µM; actives 0.44% (n = 310,000); AID 588627;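 active = calcium response B-score plate-corrected fluorescence ratio at least 3 library SD, with starting fluorescence B-score inside 5 SD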
Target sequence (Q96LB2 whole entry, looked up): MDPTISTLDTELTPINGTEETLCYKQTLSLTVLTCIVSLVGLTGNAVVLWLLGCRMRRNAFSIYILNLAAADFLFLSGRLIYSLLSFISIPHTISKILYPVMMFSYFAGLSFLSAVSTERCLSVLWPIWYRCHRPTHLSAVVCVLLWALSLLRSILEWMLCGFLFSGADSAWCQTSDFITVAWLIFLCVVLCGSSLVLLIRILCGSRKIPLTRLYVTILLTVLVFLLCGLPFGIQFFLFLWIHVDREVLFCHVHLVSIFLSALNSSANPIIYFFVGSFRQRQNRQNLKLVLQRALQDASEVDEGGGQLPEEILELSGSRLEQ
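Assay system: stable human MrgX1 HEK293 cell line. Quantity: 15,000 cells per well. Schedule: cells plated overnight, dye loaded 0.5 h 37 °C, 0.5 h room temperature. Detection: Fluo-4 NW calcium-flux fluorescence, kinetic read. Read-out basis: peak-minus-minimum fluorescence over baseline, converted to B scores. Control set: positive and negative control wells on each plate.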
TRPC6 inhibitor: inhibitors of mouse TRPC6 channel; Q61143; HEK293-TRPC6, membrane potential dye, ACh-evoked depolarization; active compounds read low; B-score at 10 µM; actives 1.1% (n = 310,000); AID 2553;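 active = B-score under library mean minus 3 SD, initial fluorescence not abnormally high, positive integrated signal ratio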;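 note: B-score derived from integrated fluorescence ratio over the kinetic read; more negative B-score means stronger inhibition of depolarization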
MrgX1 PAM: human MrgX1 positive allosteric modulation, primary screen; Q96LB2; MrgX1-HEK293, Fluo-4 calcium flux, FDSS; active compounds read high; B-score at 10 µM; actives 0.63% (n = 310,000); AID 588675;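 active = plate-corrected calcium response at least 3 library SD above typical, normal starting fluorescence, not activating the receptor alone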;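 note: compound read alongside a low EC10 to EC30 dose of BAM8-22 agonist; peak minus trough fluorescence over baseline measured at the second addition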
RGS4 act: potentiators or activators of RGS4 | AID 463111 | B-score at 10 µM | HEK293 M3R/inducible RGS4, carbachol calcium flux Fluo4; active compounds read low | actives 0.92% (n = 310,000);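 active = B-score of the integrated calcium signal more than 4 SD below the library mean, with starting fluorescence not abnormally high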;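 note: negative B-score means reduced calcium response which marks RGS4 activation or potentiation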
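Material: M3R-expressing HEK293 line, RGS4 induced by doxycycline | Schedule: Overnight RGS4 induction, 30 min dye load 37 °C, 20 min compound RT | Measured by: Fluo4 fluorescence kinetic imaging of calcium | Read-out: Integrated calcium ratio converted to B score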
SKKanGAS inh: blocks kanamycin growth of S. pyogenes SKKanGAS strain | BacTiter-Glo, 6 h | AID 1662 | inhibition, % at 7.5 µM | actives 1.3% (n = 300,000);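 active = mean replicate score, as percent of positive control median, at least 50; inconclusive = mean below 50 but one replicate at or above 50; inactive = mean and every replicate below 50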;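 note: strain carries kanamycin resistance gene driven by streptokinase promoter and grows in 40 µg/ml kanamycin; loss of luminescence reflects streptokinase promoter inhibition or plain growth inhibition; 0% = median of DMSO wells and 100% = positive control at its reference dose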
HDAC3 inhib: blocks human histone deacetylase 3 | recombinant HDAC3, fluorogenic peptide/trypsin coupled, fluorescence | inhibition, % at 8.3 µM | actives 0.15% (n = 320,000) | AID 2718; in the data active = inhibition above about 26%, passing the limit was not always enough; inconclusive = no clear call, values can overlap the other calls
Target sequence (O15379 whole entry, looked up): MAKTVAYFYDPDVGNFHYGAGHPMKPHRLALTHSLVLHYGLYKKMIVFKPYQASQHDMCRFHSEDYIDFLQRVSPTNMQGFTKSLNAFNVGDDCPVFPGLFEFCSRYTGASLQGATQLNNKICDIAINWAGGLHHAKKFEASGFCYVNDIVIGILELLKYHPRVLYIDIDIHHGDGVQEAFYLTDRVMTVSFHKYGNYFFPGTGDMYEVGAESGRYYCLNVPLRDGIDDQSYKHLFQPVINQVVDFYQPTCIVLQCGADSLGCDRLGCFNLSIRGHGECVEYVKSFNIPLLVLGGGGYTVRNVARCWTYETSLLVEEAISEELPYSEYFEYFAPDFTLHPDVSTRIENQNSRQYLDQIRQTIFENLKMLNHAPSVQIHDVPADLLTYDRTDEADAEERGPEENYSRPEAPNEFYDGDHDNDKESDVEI
ANO1 block: blocks the mouse calcium-activated chloride channel TMEM16A | HEK293 TMEM16A/YFP iodide influx fluorescence, ionomycin | AID 588511 | actives 1.2% (n = 310,000) | normalized B-score (activity score, 25-100; higher = stronger inhibition) at 10 µM;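 active = ratio plate-corrected score three or more library SD toward inhibition, starting fluorescence score within five deviations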;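 note: score derived from kinetic fluorescence span divided by baseline fluorescence per well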
RGS4 block: human RGS4 inhibition | P49798 | HEK293 M3R/RGS4 inducible, Fluo-4 calcium flux; active compounds read high; triggered by carbachol at its EC20 | B-score at 10 µM | actives 0.45% (n = 310,000) | AID 463165;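 active = B-score, a plate-corrected calcium signal, over three deviations above library mean, with baseline fluorescence within five deviations of library mean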;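 note: RGS4 expression induced by doxycycline in cells with stable M3 receptor; B-score is computed from the integrated fluorescence ratio over baseline after carbachol; higher B-score means a larger calcium signal and so more RGS4 inhibition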
Target sequence (P49798 whole entry, looked up): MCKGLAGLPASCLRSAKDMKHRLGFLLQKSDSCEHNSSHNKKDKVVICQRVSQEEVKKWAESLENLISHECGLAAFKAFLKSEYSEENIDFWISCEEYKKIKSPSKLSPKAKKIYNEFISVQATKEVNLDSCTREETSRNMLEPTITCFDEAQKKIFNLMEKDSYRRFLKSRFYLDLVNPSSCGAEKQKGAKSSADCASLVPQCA
MrgX1 antag: blocks BAM8-22 activation of human MrgX1 receptor. Q96LB2. MRGX1-HEK293 calcium flux, Fluo-4, BAM8-22 antagonism; active compounds read low. B-score at 10 µM. actives 1.3% (n = 310,000). AID 588676;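 active = calcium-response B-score plate-corrected more than 3 library SD below zero, starting fluorescence within 5 deviations, no agonist response on first addition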;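 note: peak minus trough fluorescence over baseline after final BAM8-22 challenge near maximal dose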
ANO1 activ: mouse TMEM16A channel activation, primary screen; B-score at 10 µM; actives 0.3% (n = 340,000); AID 623877; HEK293 TMEM16A/YFP-H148Q/I152L, iodide quench fluorescence; active compounds read low;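 active = fluorescence-ratio B-score plate-corrected deviation score at least 3 library SD below zero, with starting fluorescence score within 5 deviations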;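 note: channel opened by trigger with iodide after compound preincubation; score built on the fluorescence ratio of max minus min over baseline; more negative score means more quench and so TMEM16A activation or potentiation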
* marks the source's active call; other numbers are inactive results; i = inactive; ? = inconclusive; · = not tested or not shown.

SMILES	TRPC6 activator	MrgX1 agonist	TRPC6 inhibitor	MrgX1 PAM	RGS4 act	SKKanGAS inh	HDAC3 inhib	ANO1 block	RGS4 block	MrgX1 antag	ANO1 activ
COc1ccc(-c2csc(N3CCN(Cc4ccc5c(c4)OCO5)CC3)n2)cc1	i	i	i	i	i	-12	-10	i	i	i	i
CCC(C)NC(=O)C1CCN(S(=O)(=O)c2ccc3nc4c(c(C(=O)O)c3c2)CCCCC4)CC1 (stereo not drawn)	i	i	i	i	i	-1	1	i	i	i	i
O=C(N1CCN(c2ccccc2F)CC1)C1(S(=O)(=O)c2ccc(Cl)cc2)CC1	i	i	i	i	i	1	0	i	i	i	i
CN(C(=O)COC(=O)C1CCN(S(=O)(=O)c2ccc3c(c2)OCCO3)CC1)c1ccccc1	i	i	i	i	i	-3	-2	i	i	i	i
COc1ccc(N2CCN(C3CCCN(Cc4ccc(F)cc4)C3)CC2)cc1 (stereo not drawn)	i	i	i	i	i	-6	1	i	i	i	i
COc1ccc(/C=N/NC(=O)Cn2c(Cc3ccc(OC)c(OC)c3)nc3ccccc32)cc1	i	i	i	i	i	-6	6	i	i	i	i
CC1CN(C)C(C)CC1OC(=O)C(c1ccccc1)c1ccccc1 (stereo not drawn)	i	i	i	i	-7.2*	0	0	i	i	i	i
COc1ccccc1NC(=O)CSc1nc(O)cc(=O)n1C	i	i	i	i	i	30	-3	i	i	i	i
COC(=O)[C@H](C)NC(=O)N1CCC(Cc2ccccc2)CC1	i	i	i	i	i	-5	-9	i	i	i	i
COc1ccc(CCNC(=O)COc2nsnc2N2CCOCC2)cc1OC	i	i	i	i	i	-5	-1	i	i	i	i
COc1ccc(-c2cc(C(F)(F)F)n3nc(C(=O)N4CCOCC4)nc3n2)cc1	i	·	i	·	i	-14	·	·	i	·	i
COc1ccc(Cn2c(=O)c3c(nc(NCCO)n3C)n(C)c2=O)cc1	i	i	i	i	i	-6	2	i	i	i	i

Reprinted from the entries so far (2 entries):
SMILES	TRPC6 activator	MrgX1 agonist	TRPC6 inhibitor	MrgX1 PAM	RGS4 act	SKKanGAS inh	HDAC3 inhib	ANO1 block	RGS4 block	MrgX1 antag	ANO1 activ
COc1ccc(CCNC(=O)COc2nsnc2N2CCOCC2)cc1OC	i	i	i	i	i	-5	-1	i	i	i	i
COc1ccc(-c2cc(C(F)(F)F)n3nc(C(=O)N4CCOCC4)nc3n2)cc1	i	·	i	·	i	-14	·	·	i	·	i

More records
SMILES	TRPC6 activator	MrgX1 agonist	TRPC6 inhibitor	MrgX1 PAM	RGS4 act	SKKanGAS inh	HDAC3 inhib	ANO1 block	RGS4 block	MrgX1 antag	ANO1 activ
N#Cc1cccc(S(=O)(=O)Nc2c(NC3CCCCC3)c3ccccc3oc2=O)c1	i	i	i	i	i	-1	·	i	i	i	i
CC(=O)N1c2ccc(S(=O)(=O)NCCC(=O)NC3CCC(C)CC3)cc2CC1C (stereo not drawn)	i	i	i	i	i	-10	2	i	i	i	i
CCOc1ccc(C2C(C#N)=C(N)N(N(C)C)C3=C2C(=O)CC(C)(C)C3)cc1 (stereo not drawn)	i	i	i	i	i	-3	-1	i	i	i	i
COc1ccc(/C=C2\SC(=S)N(CCC(=O)Nc3ccccc3C(=O)O)C2=O)cc1	i	i	i	i	i	12	-5	i	i	i	i
COC(=O)c1sccc1NC(=O)COc1ccc(Cl)cc1	i	i	i	i	i	-4	·	i	i	i	i
COc1cccc(NC(=O)Nc2cc(NC(=O)Nc3cccc(OC)c3)c(C)nc2C)c1	i	i	i	i	i	7	10	i	i	i	i
COc1ccccc1C(=O)NCC(=O)OCc1csc(-c2ccccc2)n1	i	i	i	i	i	-3	14	i	i	i	i
COc1cc(CNCCc2ccc(S(N)(=O)=O)cc2)ccc1OCC(=O)N1CCCCC1	i	i	i	i	i	-5	0	i	i	i	i
O=C(CN1CCN(S(=O)(=O)c2ccc(Cl)cc2)CC1)NC1CCCC1	i	i	i	i	i	2	-4	i	i	i	i
Cc1cccc(CCNC(=O)Cn2ncc3c([nH]c4ccccc43)c2=O)c1	i	i	i	i	i	-14	1	i	i	i	i
COc1ccc2nc(NC(=O)C3COc4ccccc4O3)sc2c1 (stereo not drawn)	i	i	i	i	i	-8	-2	i	i	i	i
COC(=O)C12CC3CC(C1)CC(n1cnc(Cl)n1)(C3)C2	i	i	i	i	i	-1	-4	i	i	i	i
CN(Cc1cccnc1)Cc1cn(Cc2ccccc2)nc1-c1ccc2c(c1)OCO2	i	i	i	i	i	2	-1	i	i	i	i
CSc1nc2nc(C(F)(F)F)cc(-c3ccccc3)n2n1	i	i	i	i	i	-3	-6	i	i	i	i
O=C(Nc1ccc(NC(=O)c2cccs2)cc1)c1ccc2ccccc2c1	i	i	i	i	i	-1	7	i	i	i	i
CC(CCc1ccccc1)NC(=O)c1ccc(NC(=O)c2ccccc2)cc1 (stereo not drawn)	i	i	i	i	i	0	7	i	i	i	i
Cc1cc(NS(=O)(=O)c2ccc(NC(=O)CN3C(=O)NC(C)(c4ccccc4)C3=O)cc2)nc(C)n1 (stereo not drawn)	i	i	i	i	i	2	6	i	i	i	i
Cc1ccc(C(=O)Nc2cccc(C(F)(F)F)c2)cc1NC(=O)c1nccn1C	i	i	i	i	i	-6	-3	i	i	i	i
CCOC(=O)c1ccc(NC(=O)CCS(=O)(=O)Cc2ccccc2)cc1	i	i	i	i	i	1	·	i	i	i	i
CCn1c(-c2ccccc2)c(C(=O)CC#N)c2ccccc21	i	i	i	i	i	3	6	i	i	i	i
CCOC(=O)N1CCC(C(=O)NNC(=O)c2ccc(Cl)cc2Cl)CC1	i	i	i	i	i	2	1	i	i	i	i
NC(=O)N/N=C(/CCCCCC/C(=N\NC(N)=O)c1ccccc1)c1ccccc1	i	i	i	i	i	53*	5	i	i	i	i
CNc1ccccc1C(C)(C)c1cn(-c2ccc([N+](=O)[O-])cc2)nn1	i	i	i	i	i	-3	8	i	i	i	i
CC(OC(=O)CCc1nc2ccccc2c(=O)[nH]1)C(=O)NCc1ccc2c(c1)OCO2 (stereo not drawn)	i	i	i	i	i	-10	-3	i	i	i	i
CCCCn1c(SCC(=O)N2CC(=O)Nc3ccccc32)nnc1-c1ccoc1C	i	i	i	i	i	-4	-8	i	i	i	i
CCC(=O)Nc1ccc2c(c1)OCCO2	i	i	i	i	i	-9	4	i	i	i	i
Cc1cccc(-n2c(=S)[nH]c3c(oc4ccccc43)c2=O)c1	i	i	i	i	i	6	1	i	i	i	i
COc1ccc(NC(=S)N(C(C)C)C2CCN(C(C)C)CC2)cc1Cl	i	i	i	i	i	-2	8	i	i	i	·
Nc1c(-c2nn[nH]n2)cnn1-c1cc(Cl)cc(Cl)c1	i	i	i	i	i	9	5	i	i	i	i
Cc1cc(Nc2ncc(Cl)cc2Cl)n(-c2ccccn2)n1	i	·	i	·	i	0	·	·	i	·	i
Cc1nc(NCCc2ccccc2)c(C#N)c(C)c1[N+](=O)[O-]	i	i	i	i	i	2	1	i	i	i	i
Cn1c(CC(=O)Nc2ccccc2)c(Sc2ccccc2)c2ccccc21	i	i	i	i	i	-15	-6	i	i	i	i
CC(C)(C)c1ccc(S(=O)(=O)N2CCC(c3nc4ccc(Cl)cc4[nH]3)CC2)cc1	i	i	i	i	i	?	?	i	i	-6*	i
C/C=C\C(=O)Nc1cccc(C2=NOC3(C2)C[C@@H](C(N)=O)N(C(=O)c2ccc(OC)cc2)C3)c1 (stereo partly drawn)	i	i	i	i	i	-6	10	i	i	i	·
COc1cccc(CN(C)C(=O)/C=C/c2ccc(S(=O)(=O)N3CCCCCC3)cc2)c1	i	i	i	i	i	2	-6	i	i	i	i
Cc1cc(Br)cc(C)c1OCCCCN(C)C	i	i	i	i	i	3	-3	i	i	i	i
CCc1ccc(-c2nc(SCC(=O)NC3CC3)n[nH]2)cc1	i	i	i	i	i	-10	11	i	i	i	i
CCc1cc2ccc(C)cc2nc1SCC(=O)Nc1c[nH]c(=O)[nH]c1=O	i	i	i	i	i	-5	2	i	i	i	i
COc1ccc2nc(SCC(=O)Nc3ccccc3OC)[nH]c2c1	i	i	i	i	i	-3	10	i	i	i	i
O=C(NC1(C(F)(F)F)C(=O)Nc2c1c(=O)[nH]c(=O)n2Cc1ccccc1)c1ccc(Cl)cc1Cl (stereo not drawn)	i	i	i	i	i	0	2	i	i	i	i
Cc1ccc2nc(-c3cccc(S(=O)(=O)N4CC(C)OC(C)C4)c3)cn2c1 (stereo not drawn)	i	i	i	i	i	-2	-2	i	i	i	i
Cc1cccn2c(=O)c3cc(C(=O)NC4CCCC4)n(C)c3nc12	i	i	i	i	i	-2	-3	i	i	i	i
CCOc1ccc(C(=O)N2CCSC2=S)cc1	i	i	i	i	i	-1	5	i	i	i	i
O=C(NC1CCCCC1)c1ccc(OC2CCN(Cc3ccccn3)CC2)cc1	i	i	i	i	i	2	-4	i	i	i	i
COc1ccc(Cl)cc1NC(=O)CN(C)C(=O)c1ccc(OCc2ccccc2)c(OC)c1	i	i	i	i	i	-14	·	i	i	i	i
O=C(COc1ccccc1)N1CCN(C(=O)c2ccccc2F)CC1	i	i	i	i	i	-2	-2	i	i	i	i
COC(=O)CC1C(=O)NCCN1C(=O)CSc1nc2ccccc2s1 (stereo not drawn)	i	i	i	i	i	-5	0	i	i	i	i
C=CCNC(=O)CC(=O)N/N=C/c1cccs1	i	i	i	i	i	0	9	i	i	i	i
C=CCN1C(=O)/C(=C/c2ccc(OC)cc2)S/C1=N/c1nccs1	i	i	i	i	i	-20	0	i	i	i	i
Cc1ccccc1OCC(=O)N/N=C/c1cn(Cc2ccccc2)c2ccccc12	i	i	i	i	i	-3	-1	i	i	i	i
COc1ccc(/C=C/C(=O)NC(=S)Nc2cc([N+](=O)[O-])ccc2O)cc1OC	i	i	i	i	i	40	-1	i	i	i	i
